# Source: PubChem
# GLS inh – qHTS for Inhibitors of Glutaminase (GLS); Glutaminase kidney isoform, mitochondrial (Homo sapiens), O94925; GLS enzymatic activity, qHTS titration; Potency, µM (titrated, usually from 45.5 µM), for the others: at the highest dose activity change, negative = inhibition, usual class: inhibitors; hit rate 0.21% among 410,000; AID 624170, 2012; further: potency means the concentration at half of the fitted maximal effect; on the % scale 0 is the no-effect control and ±100 the full control effect
#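 hKGA; 45 mM KH2PO4 pH 8.2 + 0.02% Tween-20; cpd via pin tool; 1 mM Gln soln; GluOx/HRP/Amplex Red; RT 30 min; fluor. t0 & final.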
# HP1b chromo inh – HTS for Inhibitors of HP1-beta Chromodomain Interactions with Methylated Histone Tails | Chromobox protein homolog 1 (Homo sapiens), P83916 | AlphaScreen HP1-beta / biotin-H3K9me3 peptide binding | Potency, µM (series often up to 114 µM), without a hit: at the top dose activity change, negative = inhibition, hits mostly inhibitors | hit rate 0.56% among 390,000 | AID 540317, 2011; further: potency means the concentration at half of the fitted maximal effect; nearly all actives have a fitted effect of over 70% in size; inactives centre near 23
# Target sequence (P83916 whole entry, looked up): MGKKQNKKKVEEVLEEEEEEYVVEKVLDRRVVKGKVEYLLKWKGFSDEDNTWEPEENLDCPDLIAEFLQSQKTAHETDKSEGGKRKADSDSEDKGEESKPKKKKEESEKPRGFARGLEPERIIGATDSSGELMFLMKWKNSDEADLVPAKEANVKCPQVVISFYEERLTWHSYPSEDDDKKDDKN
#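 HP1-beta protein (50 nM final) preincubated 30 min at room temperature with biotinylated H3(1-18)K9me3 peptide (50 nM) in PBS pH 7.4, 0.01% Tween-20, then compound added for 30 min. AlphaScreen streptavidin donor/nickel chelate acceptor beads (10 ug/mL final), 30 min dark, luminescence read.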
# PI4K2A block – qHTS for small molecular inhibitors of PI4K2A; purified PI4K2A, ADP-Glo luminescence, 1 h; hits give low values; activity change, negative = inhibition, % at 76.9 µM; hit rate 0.13% among 420,000; AID 1346378, 2018; in the data active means activity change below about -50%; inconclusive means mostly about -30% to -49%;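 further: -100% = wells without enzyme as full effect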
# Target sequence (Q9BTU6 whole entry, looked up): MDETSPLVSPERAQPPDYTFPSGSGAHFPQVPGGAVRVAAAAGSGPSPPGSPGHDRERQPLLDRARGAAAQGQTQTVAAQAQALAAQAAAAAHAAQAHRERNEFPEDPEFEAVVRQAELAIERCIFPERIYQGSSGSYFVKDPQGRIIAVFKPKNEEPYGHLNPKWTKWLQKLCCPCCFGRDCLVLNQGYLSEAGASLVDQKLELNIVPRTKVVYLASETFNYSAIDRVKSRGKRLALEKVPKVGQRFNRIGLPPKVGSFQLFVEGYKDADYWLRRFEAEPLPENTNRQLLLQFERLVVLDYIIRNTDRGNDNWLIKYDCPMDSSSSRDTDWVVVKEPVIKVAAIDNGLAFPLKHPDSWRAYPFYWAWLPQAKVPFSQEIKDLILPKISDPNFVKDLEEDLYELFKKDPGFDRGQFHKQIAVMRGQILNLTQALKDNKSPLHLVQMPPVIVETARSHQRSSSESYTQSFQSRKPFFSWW
#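 Compounds are screened against recombinant PI4K2A using PI as substrate and ATP, the latter dispensed at 300 microM. Reactions run one hour at ambient temperature before ADP-Glo detection; full inhibition defined by wells lacking enzyme.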
# G9a block – qHTS Assay for Inhibitors of Histone Lysine Methyltransferase G9a. Histone-lysine N-methyltransferase EHMT2 (Homo sapiens), Q96KQ7. G9a H3K9 monomethylation, AlphaScreen, 2 h. Potency, µM (doses to about 102 µM), for the others: top-dose activity, negative = inhibition, hits mostly inhibitors. hit rate 8.8% among 350,000. AID 504332, 2011; further: potency means the concentration at half of the fitted maximal effect; on the % scale 0 is the no-effect control and ±100 the full control effect; nearly all actives have a fitted effect of over 75% in size
# Target sequence (Q96KQ7 913-1193 limits assumed): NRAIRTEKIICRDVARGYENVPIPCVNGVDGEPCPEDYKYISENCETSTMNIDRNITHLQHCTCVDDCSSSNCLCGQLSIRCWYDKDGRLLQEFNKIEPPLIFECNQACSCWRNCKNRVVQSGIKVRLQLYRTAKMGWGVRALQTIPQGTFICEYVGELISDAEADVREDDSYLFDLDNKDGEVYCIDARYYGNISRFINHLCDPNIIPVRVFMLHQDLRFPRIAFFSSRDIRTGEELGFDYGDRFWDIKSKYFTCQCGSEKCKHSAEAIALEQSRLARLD
#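 Enzyme 20 nM + cpd, 15 min RT; add b-H3K9 pep 500 nM / SAM 20 uM; 2 h RT; anti-H3K9me1 Ab 0.5 ug/mL + SA donor / anti-rabbit acceptor beads 20 ug/mL each, 10 min; AlphaScreen read.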
# Tb PGK inh – qHTS Assay to Find Inhibitors of Phosphoglycerate Kinase; AID 602233, 2012; Potency, µM (series often up to 57.5 µM), without a hit: at the top dose activity change, negative = inhibition, usual class: inhibitors; hit rate 0.043% among 380,000; Phosphoglycerate kinase, glycosomal (Trypanosoma brucei brucei), P07378; PGK/GAPDH coupled, Kinase-Glo luminescence, 60 min; further: potency means the concentration at half of the fitted maximal effect; on the % scale 0 is the no-effect control and ±100 the full control effect; nearly all actives have a fitted effect of over 60% in size
#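 Recombinant glycosomal PGK reaction used 1,3-bisphosphoglycerate generated in-well by GAPDH (100nM final) in 100mM TEA pH 7.6, 5mM MgCl2, 0.01% Tween-20. After 60 minutes at room temperature, ATP was read by Kinase-Glo Plus luminescence end-point.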
# Pin1 inhibitor – qHTS Assay to Find Inhibitors of Pin1; Peptidyl-prolyl cis-trans isomerase NIMA-interacting 1 (Homo sapiens), Q13526; Pin1 FP peptide displacement, HiFluor488, 10 min; Potency, µM (highest dose often 115 µM), for inactives: at the highest dose activity, negative = inhibition, usual class: inhibitors; hit rate 0.009% among 390,000; AID 504891, 2011; active means well fitted inhibition curve with a large enough effect in the polarisation, with a control signal flat, not every such curve was filed as active; inconclusive means small, poorly fitted or top-dose-only effect, or effect the other way, or a change in a side signal; inactive means no such curve, though single readings can be large or run the other way; the % refers to the polarisation; further: potency means the concentration at half of the fitted maximal effect; on the % scale 0 is the no-effect control and ±100 the full control effect
# BAZ2B inh – qHTS Assay for Inhibitors of BAZ2B | Bromodomain adjacent to zinc finger domain protein 2B (Homo sapiens), Q9UIF8 | AlphaScreen BAZ2B-H3K14Ac peptide displacement | Potency, µM (highest dose often 114 µM), for inactives: at the highest dose activity change, negative = inhibition, most hits filed as inhibitors | hit rate 4.4% among 360,000 | AID 504333, 2011; further: potency means the concentration at half of the fitted maximal effect; on the % scale 0 is the no-effect control and ±100 the full control effect; nearly all actives have a fitted effect of over 60% in size
#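 Inhibition is scored as reduced AlphaScreen emission. The BAZ2B/b-H3(5-23)K14Ac complex (50 nM each) in PBS pH 7.4, 0.01% Tween-20 meets compound (up to 110 uM) for 30 min at RT before bead addition.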
# JMJD2A Tudor inh – qHTS Assay for Inhibitors of JMJD2A-Tudor Domain; Lysine-specific demethylase 4A (Homo sapiens), O75164; AlphaScreen JMJD2A-Tudor / H3K4me3 peptide binding; Potency, µM (series often up to 114 µM), for the others: at the highest dose activity change, negative = inhibition, actives largely listed as inhibitors; hit rate 4.4% among 390,000; AID 504339, 2011; further: potency means the concentration at half of the fitted maximal effect; on the % scale 0 is the no-effect control and ±100 the full control effect; nearly all actives have a fitted effect of over 50% in size
# ERG Ets-DNA blk – qHTS for Small Molecule Inhibitors of the ERG Ets/DNA interaction. Transcriptional regulator ERG (Homo sapiens), P11308. fluorescence polarization, His-ERG Ets domain / labelled DNA. Potency, µM (titrated, usually from 76.9 µM), without a hit: at the top dose FP activity, negative = inhibition, usual class: inhibitors. hit rate 0.028% among 370,000. AID 624246, 2012; active means well fitted inhibition curve with a large enough effect in the polarisation, with a control signal flat; inconclusive means small, poorly fitted or top-dose-only effect, or effect the other way, or a change in a side signal; inactive means no such curve, though single readings can be large or run the other way; the % refers to the polarisation;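 further: polarization taken with two DNA probes labelled with fluorescein and Texas red; potency means the concentration at half of the fitted maximal effect; % of control where 0% means no effect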
#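 His-tagged ERG Ets domain (1 uM in the protein solution; 300mM KCl, 50mM Tris-HCl, 1mM EDTA, 1mM DTT, pH 7.5) received compound, then a probe mix of 5 nM fluorescein-DNA and 100nM Texas-615-DNA. Fluorescence polarization was read for both dyes.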
# Starred values were filed as active, the others as inactive; i = inactive; ? = inconclusive; nt = not tested or not shown; & = joins results of further samples; [ ] = another dose, or the depositor's remark. Unless noted, the call rests on the fitted dose curve; in most records, active means well fitted curve in the direction sought with a large enough effect; inconclusive means small, poorly fitted or top-dose-only effect, or another doubt; inactive means no such curve, though single readings can be large; an effect the other way counts as inactive or inconclusive. Rows are unselected; about 11% have a hit in one of these screens.
cpd	mol	GLS inh	HP1b chromo inh	PI4K2A block	G9a block	Tb PGK inh	Pin1 inhibitor	BAZ2B inh	JMJD2A Tudor inh	ERG Ets-DNA blk
1	C[C@H](CO)N1C[C@H](C)[C@@H](CN(C)Cc2ccncc2)Oc2c(cccc2N(C)C)C1=O	28%	38%	-1	nt	-11%	3%	nt	-12%	-4%
2	COc1cccc(C(=O)NC2CC3CCCC(C2)N3CC(=O)Nc2ccccc2C(F)(F)F)c1 (stereo unspecified)	13%	-10%	-2	10%	-10%	2%	-22%	-10%	-2%
3	Cc1cc(NC(=O)CS(=O)(=O)c2ccc(F)cc2)no1	-4%	27%	-7	?	-5%	-6%	1%	-14%	-2%
4	CCOC(=O)N1CCN(C(=O)C2CCCN(S(C)(=O)=O)C2)CC1 (stereo unspecified)	1%	37%	4	1%	7%	3%	1%	-10%	3%
5	O=C(Cn1c(Cc2ccccc2)nc2ccccc21)NCc1ccc2c(c1)OCO2	-3%	34%	-4	-5%[59 µM]	-7%	31%[activator]	-9%	-7%	1%
6	Cc1ccc(C(=O)NC(C)c2ccc(F)cc2)cc1 (stereo unspecified)	0%	27%	1	-5%[59 µM]	1%	-9%	0%	-15%	-14%
7	CCOC(=O)N1CCN(c2c(NCc3ccc(F)cc3)c(=O)c2=O)CC1	63%[activator]	0%	2	0%	0%	-9%	-10%	-2%[11.4 µM]	15%
8	O=c1c2cnn(-c3ccccc3)c2ncn1Cc1cccc(Cl)c1	1%	37%	-2	-7%	-1%	-1%	-2%	-10%	10%
9	O=C(O)c1cccc(Cn2c(Cl)c(/C=N/NC(=O)c3ccccc3Cl)sc2=O)c1	18%	-5%	-2	-24%[59 µM]	-9%	-2%	21%	-9%	0%
10	COc1ccc(COC(=O)c2ccc(S(=O)(=O)N3CCC(C)CC3)cc2)cc1	-14%	23%[57 µM]	2	-11%[0.501 µM]	-7%	?	-5%	14%	-5%
11	CC(=O)c1sc(NC(=O)CS(=O)(=O)c2ccccc2)nc1-c1ccccc1	4%	28%	0	-25%	-5%	6%	-22%	-16%	-4%
12	O=C(c1c(F)cccc1F)N1CCCc2ccccc21	-1%	42%[activator]	0	22%[0.501 µM]	i	1%	39%[activator]	-16%	9%
13	COc1ccccc1OCC(=O)Nc1cc(S(=O)(=O)N2CCOCC2)ccc1N1CCCCC1	23%	-20%	0	nt	-8%	37%[activator]	nt	-25%	-4%
14	CSCCC(NC(N)=O)C(=O)NCc1ccccc1Cl (stereo unspecified)	-11%	17%	3	8%[12.7 µM]	-2%	-6%	-5%	2%	-6%
15	CNC(=O)c1cc(S(=O)(=O)Nc2ccc3c(c2)OCO3)ccc1C	7%	13%	-20	16%	-8%	-1%	-17%	-13%	7%
16	Cc1ccc(S(=O)(=O)NCCn2nc(C)nc2C)cc1	-2%	17%	-4	19%	i	3%	2%	0%	2%
17	COc1ccc(C2NC(c3ccc(OC)cc3)C(c3ccccc3)C(=O)C2c2ccccc2)cc1 (stereo unspecified)	-8%	43%[activator]	0	6%[59 µM]	-1%	-2%	-1%	-16%	1%
18	COC(=O)CCN1CCC2CC1c1cc(-c3cccc(C)c3)ccc12 (stereo unspecified)	-4%	20%	-3	nt	i	6%	nt	-19%	6%
19	Nc1ccccc1S(=O)(=O)NC1=NCCCCC1	6%	25%	-1	-7%[59 µM]	i	-3%	-7%	-13%	nt
20	COc1ccc(CN2CCNC(=O)C2CC(=O)NC2CCOCC2)c(F)c1 (stereo unspecified)	5%	19%	0	-27%	i	-7%	-11%	-8%	14%
21	O=C(O)c1ccc(NC2=C(N3CCOCC3)C(=O)c3ccccc3C2=O)cc1	22%	13%	-23	?	-5%	-10%	?	-17%	-2%
22	O=C(CNC(=O)Cc1ccccc1)NCC(=O)N1CCN(C(c2ccccc2)c2ccccc2)CC1	0%	7%	-2	-22%	-1%	-1%	-23%	-1%	-3%
23	COc1cccc(NC(=O)COc2ccc3c(c2)CCC3)c1	-9%	50%[activator]	1	51%	0%	2%	22%	12%	-9%
24	O=C(Nc1cccnc1)c1ccc(Cl)c(S(=O)(=O)N2CCCCC2)c1	-7%	33%	-1	24%	5%	-1%	1%	-22%	6%
25	COc1ccc(N(C)S(=O)(=O)c2cccc(C(=O)OCC(=O)c3c(N)n(C)c(=O)n(C)c3=O)c2)cc1	1%	14%	0	nt	3%	12%	nt	-10%	6%
26	CC(C)(Oc1ccc(Cl)cc1)C(=O)OCC(=O)Nc1ncc(Cl)cc1Cl	-10%	43%	-1	24%[0.501 µM]	3%	-1%	5%	-4%	6%
27	C/C=C(\C)C(=O)N[C@@H](C)CN1C2=NC[C@H](C(C)C)N2C[C@H]1Cc1ccc(OC)cc1	3%	45%[activator]	-3	?	-8%	6%	?	-12%	4%
28	COCC(=O)N1CCC(Oc2cccc(C(=O)NCc3ccccn3)c2)CC1	-13%	49%[activator]	-3	35%[activator]	-5%	-1%	2%	4%	-14%
29	CCOc1ccc(S(=O)(=O)NCCC(=O)NCc2ccco2)cc1	-13%	15%	1	4%[59 µM]	-3%	-1%	-4%	11%	-2%
30	O=[N+]([O-])c1ccc2c(c1)oc1ccccc12	-9%	13%	3	-1%[12.7 µM]	i	-3%	-24%	-11%	0%
31	O=C(CCOc1ccccc1)Nc1ccnn1C1CCN(Cc2ccc(O)cc2)CC1	-2%	42%[activator]	-5	?	-5%	-11%	-13%	-11%	9%
32	COc1ccc(CNC(=O)c2cc(C3CC3)on2)cc1	-5%	94%[activator]	-4	11%	i	-1%	7%	-9%	14%
33	COCCn1c(SCC(=O)Nc2ccccc2)nc2c1c(=O)[nH]c(=O)n2C	5%	26%	-1	-1%	-8%	-3%	10%	-9%	-11%
34	O=C(NC(Cc1ccccc1)C(=O)O)OCC1c2ccccc2-c2ccccc21 (stereo unspecified)	0%	24%	1	-3%	-9%	-5%	3%	-2%	7%
35	C=CCn1c(SCC(=O)N(CC)C2CCS(=O)(=O)C2)nc2sc3c(c2c1=O)CCC3 (stereo unspecified)	-1%	4%	0	30%[59 µM]	-3%	2%	8%	-2%	-14%
36	CCC1CCCCN1C(=O)CSc1nnc(CNC(=O)c2cc(OC)c(OC)c(OC)c2)o1 (stereo unspecified)	7%	70%[activator]	1	-36%[59 µM]	2%	-7%	14%	-5%	-15%
37	COc1ccc(N=Cc2c(O)c3ccccc3oc2=O)cc1	-4%	27%	-10	?	3%	?	2%	1%	14%
38	Cc1ccc(S(=O)(=O)/N=C/c2cc(Br)ccc2O)cc1	14%	36%	-2	5%	-2%	-2%	-27%	-7%	-7%
39	Cc1cccc(-c2nc(CS(=O)CC(=O)NC(C)CCc3ccccc3)c(C)o2)c1 (stereo unspecified)	6%	9%	2	-6%	3%	?	-38%	?	-4%
40	Cc1ccc(SCc2cc(=O)[nH]c(N3CCOCC3)n2)cc1	-14%	34%	-1	6%[59 µM]	-4%	2%	2%	-4%	5%
41	Cc1cc(C)c(C)c(S(=O)(=O)N2CCC(C(=O)N3CC(C)CC(C)C3)CC2)c1C (stereo unspecified)	5%	9%	-2	2%	-4%	-3%	-2%	-14%	-9%
42	Cc1ccc(N2CCN(c3nc4c(S(=O)(=O)c5ccc(C)c(C)c5)nnn4c4ccccc34)CC2)c(C)c1	-3%	12%	-1	-7%[59 µM]	-1%	-5%	0%	-9%	-3%
43	CC(=O)c1ccc(NC(=O)c2cc(C)nc3c2c(C)nn3-c2ccc(C)cc2)cc1	1%	18%	-8	-9%[59 µM]	10%	28%	9%[57.1 µM]	-8%	1%
44	O=C(Nc1ccc(N2CCOCC2)cc1)C1CC1	27%	41%[activator]	0	?	-2%	-5%	-3%	-15%[57.1 µM]	1%
45	CCCNC(=O)C1(CC2CC(c3ccccc3)=NO2)CCN(C(=O)c2cc(OCC)c(OCC)c(OCC)c2)CC1 (stereo unspecified)	-1%	25%	1	nt	8%	5%	nt	-12%	2%
46	Cc1ccc(-c2nc(NC(=O)c3nn(C)cc3[N+](=O)[O-])sc2C)cc1C	1%	17%	-2	-32%[59 µM]	-8%	-2%	1%	-10%	3%
47	COc1ccc(C)cc1NC(=O)CSc1nc(SC)ns1	0%	51%[activator]	4	7%[2.33 µM]	-7%	-4%	-1%	3%	5%
48	COc1cccc(-c2nc(N3CCN(Cc4ccccc4)CC3)c3ccccc3n2)c1O	-1%	-24%	-1	-9%[59 µM]	-6%	-3%	2%&-33%	?	-2%
